Screens (PubChem)
MITF TRPM1 HTS: activators of MITF-driven TRPM1 promoter activity in SK-MEL-5 cells; SK-MEL-5 TRPM1-promoter luciferase, 24 h; % of positive control, neutral wells = 0; activation, % at 12.5 µM; 300,000 compounds, 0.75% hits; AID 588334;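 active means mean activation of at least 80% with every replicate also reaching 80%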;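 further: 0% = neutral control wells and 100% = parthenolide positive control wells; values of inactives mirror those of a sister screen read the other way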
Wnt act: activators of Wnt/beta-catenin signaling; Wnt/beta-catenin reporter cell assay, activator, plate reader; activation, % at 9.35 µM; 300,000 compounds, 1.2% hits; AID 743398; in the data active means activation above about 30%, passing the limit was not always enough;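 further: 0% = neutral control wells and 100% = positive control wells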
Rtt109 HAT inh: C. albicans Rtt109 histone acetyltransferase inhibition; purified Rtt109/Vps75, ThioGlo CoA-SH fluorescence, 4 h; inhibition, % at 34.9 µM; Q5AAJ8; 330,000 compounds, 0.16% hits; AID 540336;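 active means inhibition of at least 50% in every replicate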
Target sequence (Q5AAJ8 whole entry, looked up): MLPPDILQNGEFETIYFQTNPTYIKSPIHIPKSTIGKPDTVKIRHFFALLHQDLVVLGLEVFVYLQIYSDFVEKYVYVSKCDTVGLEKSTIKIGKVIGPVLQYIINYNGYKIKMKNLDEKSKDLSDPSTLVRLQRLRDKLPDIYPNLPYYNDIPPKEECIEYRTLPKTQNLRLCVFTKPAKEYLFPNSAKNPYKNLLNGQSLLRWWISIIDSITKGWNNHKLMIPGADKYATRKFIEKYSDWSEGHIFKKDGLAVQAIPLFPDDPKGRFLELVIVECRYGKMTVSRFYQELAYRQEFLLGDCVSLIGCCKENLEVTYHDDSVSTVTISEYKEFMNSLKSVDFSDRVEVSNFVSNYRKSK
Tat export inh: inhibitors of E. coli Tat protein transport; inhibition, % at 10 µM; AID 488895; 340,000 compounds, 0.036% hits; E. coli MC4100 TorA-mCherry Tat export, fluorescence;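 active means mean replicate inhibition at least 50% and at least half of replicates individually reaching 50%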;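 further: exported cargo escapes ClpAP degradation while cytoplasmic cargo is degraded and loses fluorescence; 0% = median of neutral control wells and 100% = median of NaSCN control wells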
CDK5 inh: blocks human CDK5/p35 kinase activity. Q00535+Q15078. Recombinant CDK5/p35, ADP-Glo luminescence, 60 min. inhibition, % at 10 µM. 330,000 compounds, 0.01% hits;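 active means highest replicate inhibition of at least 50% and at least 75% of replicates reaching 50%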;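 further: plate controls were DMSO neutral control for no effect and GW8510 at 10 µM for full effect; many of its hits are not listed in these tables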
Target sequence (Q00535 whole entry, looked up): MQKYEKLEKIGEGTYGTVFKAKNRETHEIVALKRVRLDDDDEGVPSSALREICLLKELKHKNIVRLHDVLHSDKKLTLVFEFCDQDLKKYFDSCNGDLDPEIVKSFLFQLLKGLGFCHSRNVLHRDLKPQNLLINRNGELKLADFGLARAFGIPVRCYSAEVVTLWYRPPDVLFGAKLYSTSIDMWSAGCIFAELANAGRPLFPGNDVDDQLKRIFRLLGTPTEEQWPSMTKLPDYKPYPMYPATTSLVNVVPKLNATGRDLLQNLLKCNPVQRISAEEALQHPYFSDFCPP
Target sequence (Q15078 whole entry, looked up): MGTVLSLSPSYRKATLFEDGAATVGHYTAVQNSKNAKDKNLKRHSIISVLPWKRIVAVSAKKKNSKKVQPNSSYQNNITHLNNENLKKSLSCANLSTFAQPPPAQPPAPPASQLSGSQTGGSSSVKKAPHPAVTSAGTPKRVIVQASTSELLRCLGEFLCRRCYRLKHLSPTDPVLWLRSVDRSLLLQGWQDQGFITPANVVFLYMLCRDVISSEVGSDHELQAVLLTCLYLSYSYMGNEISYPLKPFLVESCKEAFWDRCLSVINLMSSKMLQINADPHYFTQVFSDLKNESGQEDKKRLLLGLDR
CAL PDZ FP-1: inhibitors of human CAL PDZ peptide binding. inhibition, % at 20 µM. AID 504414. 330,000 compounds, 0.02% hits. purified CAL PDZ, TMR-peptide fluorescence polarization, 1 h;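 active means highest replicate inhibition of at least 40%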;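 further: plate controls were DMSO neutral control wells for no effect and unlabeled competitor peptide control wells for full effect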
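Material: tagged CAL PDZ domain; buffer or medium: 25 mM sodium phosphate pH 7.4, 150 mM NaCl, TCEP, IgG, Thesit; compound dosing: single point, 20 µM; schedule: 1 h incubation at room temperature before polarization reading; measured by: FP readout, S and P plane fluorescence; read-out basis: percent inhibition from loss of millipolarization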
cardiac RTF act: cardiac RTF calcium sensitization. 340,000 compounds, 0.24% hits. activation, % at 7.2 µM. IANBD-labeled TnC RTF fluorescence at EC20 calcium; 0% EC20 calcium, 100% full calcium. P19429+P45379;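 active means activation above the mean over all tested compounds plus 3 SD, cut at about 30% in these data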;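 further: rise in fluorescence read as greater calcium sensitivity of cardiac thin filaments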
CAL PDZ FP-2: CAL PDZ (human) peptide binding inhibition; Q9HD26; purified CAL PDZ, TMR-peptide fluorescence polarization, 1 h; inhibition, % at 24.9 µM; 300,000 compounds, 0.92% hits; AID 602252;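 active means mean inhibition of at least 30% with at least half of replicates also reaching 30%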;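 further: 0% = DMSO neutral control and 100% = excess unlabeled competitor peptide PRC23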
V-ATPase pHluor: alters yeast V-ATPase proton transport; S. cerevisiae, pHLuorin cytosolic pH fluorescence; response, % at 10 µM; 350,000 compounds, 0.37% hits; AID 504577; in the data active means response mostly above about 7.3%, no sharp cut-off; inactive means mostly below about 5.4%; further: actives read high; inactives centre near 0; some compounds called inactive have numbers as strong as hits; reference of the scale not given here
dFosB act: enhances mouse delta FosB homodimer DNA binding | P13346 | purified delta FosB, TAMRA-CDK5 oligo fluorescence polarization; percent of positive-control signal above neutral wells | activation, % at 25 µM | 340,000 compounds, 0.99% hits | AID 493131;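 active means mean activation above about 17%, with every replicate also reaching it, limit read from the data, passing the limit was not always enough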;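 further: fluorescence polarization rise as delta FosB binds a TAMRA Cdk5 AP-1 oligo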
Starred values were filed as active, the others as inactive; . = no result given.

SMILES | MITF TRPM1 HTS | Wnt act | Rtt109 HAT inh | Tat export inh | CDK5 inh | CAL PDZ FP-1 | cardiac RTF act | CAL PDZ FP-2 | V-ATPase pHluor | dFosB act
N#Cc1cnn(Cc2ccccc2)c1/N=C/N1CCOCC1 | -15 | -3 | -1 | 12 | -0.2 | 0.1 | -3 | 8 | 4 | 1
Cc1ccc(S(=O)(=O)/N=C(/Nc2cccc(O)c2)c2ccccc2)cc1 | -11 | -9 | 4 | -10 | 0.0 | -1.2 | -3 | 0 | 0 | -18
COc1ccccc1OCc1nnc(SCC(=O)Nc2ccc(N3CCOCC3)cc2)n1C | 13 | 14 | 0 | 3 | 1.7 | -0.2 | 1 | . | -4 | 0
COCCNc1nnc(Cc2ccc(Cl)cc2)c(=O)[nH]1 | 1 | 1 | 13 | 3 | 1.1 | . | -6 | 0 | -3 | 4
Cc1cc(C)nc(N2CCC(CNC(=O)CCc3ccccc3)CC2)n1 | -5 | -4 | -17 | 0 | 0.1 | -3.0 | 3 | 0 | 0 | -15
COc1ccc(-n2nc3c(c2NC(=O)CCCCl)CSC3)cc1 | 4 | 3 | -8 | -3 | -2.5 | -0.5 | 0 | -8 | 5 | -4
O=C(Nc1ccccc1N1CCN(C(=O)c2ccccc2)CC1)c1ccc2c(c1)OCO2 | 1 | 2 | -5 | 5 | -1.3 | -3.7 | 10 | -8 | 1 | -13
Cc1noc(NS(=O)(=O)c2ccc(N/C=C\C(=O)c3ccccc3)cc2)c1C | -4 | -1 | -4 | -7 | -9.6 | 0.3 | -4 | -1 | 0 | 8
CN1CCCN(C(=O)c2cc3c(s2)CCCC3)CC1 | 2 | -1 | 18 | 3 | -3.7 | -2.5 | 1 | -3 | 2 | 1
O=C(N/N=C/c1ccc(O)cc1O)c1ccncc1 | -34 | -2 | -3 | -5 | -0.5 | -0.3 | 2 | 1 | 6.8* | -1
O=C1c2ccccc2C(Nc2ccccc2)N1c1cccnc1 (stereo not given) | -6 | -4 | -10 | 2 | 0.6 | 1.2 | -1 | 0 | -2 | 2
CC(C)Oc1ccccc1C1NC(=O)CCC1[N+](=O)[O-] (stereo not given) | 2 | -1 | 3 | 7 | -0.6 | -0.5 | -2 | -2 | -2 | -1
Cc1sc2ncnc(N3CCC(C(=O)NNC(=O)c4ccc(Cl)cc4)CC3)c2c1C | -10 | -3 | -10 | 2 | -1.7 | -3.8 | -16 | -5 | 4 | 6
CCOC(=O)C1(Cc2ccccc2C(F)(F)F)CCN(Cc2ccon2)CC1 | -8 | -3 | -1 | 8 | -6.3 | -0.7 | 13 | 13 | -2 | -2
CCCCc1ccc(NC(=S)N2CCC(O)CC2)cc1 | 4 | 0 | -3 | 2 | 0.4 | 0.2 | 0 | -2 | 1 | -11
COc1cccc(CNC(=O)CCC2CCCN(C(=O)CCC(F)(F)F)C2)c1 (stereo not given) | 0 | 0 | 3 | 7 | -0.3 | -1.1 | -2 | -3 | 0 | -9
Cc1cc(NC(=O)CSc2nnc(-c3ccncc3)n2N)ccc1Br | -12 | . | 11 | 1 | -0.8 | -1.0 | 0 | . | -7 | -11
Cc1nn2c(-n3ccnc3)c3c(nc2c1-c1ccccc1)CCC3 | . | 22 | 5 | 4 | 0.2 | -2.9 | 0 | -4 | -4 | -6
Cc1ccc(OCC(=O)c2ccc3c(c2)CCCC3)cc1C | 97* | 6 | 0 | 3 | 0.1 | 0.1 | -2 | 0 | 2 | 3
Cc1ccc(CN2CCN(Cc3cnc(C)s3)CC2CCO)cc1 (stereo not given) | 7 | -1 | 3 | 3 | 0.0 | 0.3 | -5 | -1 | -2 | 3
CCC(C)c1c(O)nc(SCc2ccccc2)[nH]c1=O (stereo not given) | -2 | . | -1 | -7 | 0.4 | 0.6 | -4 | . | -2 | -3
Cc1ccc(NC(=O)CN2C(=O)C(=O)N(C3CCCC3)C2=O)c(Cl)c1 | 3 | 2 | 3 | 6 | 0.2 | -0.7 | -5 | -5 | 1 | -6
C=CCNC(=S)N1CCN(C2CCCCC2)CC1 | -4 | 5 | -2 | 4 | -2.6 | -1.9 | -2 | -2 | -5 | -6
C/C(=N\NC(=O)COc1ccccc1[N+](=O)[O-])c1cccc(NC(=O)c2ccncc2)c1 | 31 | 3 | -2 | -5 | 0.8 | -4.3 | -1 | 3 | -6 | 21*
CCCn1nnnc1SCC(=O)Nc1cccc(NC(=O)c2ccco2)c1 | . | 2 | 3 | 2 | 0.8 | -2.2 | 3 | -1 | 2 | -7
Cc1ccc2cc(S(=O)(=O)NCCCN3CCOCC3)ccc2c1 | -5 | -3 | 2 | -14 | -1.2 | -1.0 | 5 | -1 | 0 | -6
CC(CNC(=O)CN1C(=O)COc2ccc(S(=O)(=O)N3CCCCC3)cc21)c1ccccc1 (stereo not given) | 0 | -2 | 13 | 3 | -0.8 | 0.6 | 4 | 1 | -3 | -11
CCC/C(O)=C1\C(=O)CC(c2ccccc2)CC1=NC (stereo not given) | . | . | 5 | -6 | 1.2 | -0.1 | 5 | -3 | 1 | -6
Cc1cc(C)c(OCCOCCN(C)C)c(Br)c1 | 0 | -1 | 1 | 3 | 0.8 | -3.5 | 0 | -3 | -2 | -1
COc1cccc(/C=N/Nc2nc(C)cc(=O)[nH]2)c1OC | 8 | 2 | 0 | 13 | -7.0 | -0.3 | -2 | . | 1 | 5
O=C(CNc1cccc(C(F)(F)F)c1)N/N=C/c1ccccc1C(=O)O | -2 | -5 | 1 | -10 | 2.0 | -1.9 | 0 | -4 | 7 | -10
C/C(=N\NC(=O)C(=O)Nc1cc(Cl)ccc1Cl)c1ccncc1 | -1 | -2 | -3 | 1 | 0.7 | -2.4 | -1 | -4 | -6 | -5
CC[C@@]1(C(=O)OC)N[C@H](CN(C)S(=O)(=O)c2ccc(OC)cc2)[C@@H]2C(=O)N(C)C(=O)[C@@H]21 | 4 | -2 | -6 | -8 | 0.7 | 0.4 | 1 | -4 | -1 | 4
CC(C)n1c(SCc2ccc(Cl)cc2)nc2c1c(=O)[nH]c(=O)n2C | 20 | -2 | 9 | 0 | -1.0 | -1.3 | 1 | -2 | -3 | -13
Cc1ccc(C=Nc2ccccc2C(N)=O)cc1 | 8 | . | -12 | -10 | 0.1 | 0.0 | -1 | . | -2 | 5
CSc1ccccc1NC(=O)CSc1nncs1 | -11 | -1 | 4 | 1 | 0.2 | -3.6 | 4 | -1 | 0 | -3
O=C(CCC(=O)c1cccs1)NCC(c1ccc(F)cc1)N1CCOCC1 (stereo not given) | 5 | -1 | 5 | 2 | 0.6 | 1.0 | 0 | 3 | 4 | -10
CC(NCC(=O)Nc1ccccc1C(=O)NC1CC1)c1cccs1 (stereo not given) | -14 | -2 | 0 | 9 | -1.1 | -0.2 | 1 | -4 | -1 | -4
c1ccc(N2CCN(c3nc4cc5c(cc4s3)OCO5)CC2)cc1 | 20 | 19 | -20 | -8 | -0.2 | -1.2 | 4 | 0 | 4 | -1
O=C(NC1(C(=O)NC2CCCCC2)CCCCC1)c1ccccn1 | . | 0 | 10 | -6 | 0.3 | -0.9 | 2 | -3 | -3 | -2

Copied from the listing, two compounds:
SMILES | MITF TRPM1 HTS | Wnt act | Rtt109 HAT inh | Tat export inh | CDK5 inh | CAL PDZ FP-1 | cardiac RTF act | CAL PDZ FP-2 | V-ATPase pHluor | dFosB act
O=C(CNc1cccc(C(F)(F)F)c1)N/N=C/c1ccccc1C(=O)O | -2 | -5 | 1 | -10 | 2.0 | -1.9 | 0 | -4 | 7 | -10
C/C(=N\NC(=O)C(=O)Nc1cc(Cl)ccc1Cl)c1ccncc1 | -1 | -2 | -3 | 1 | 0.7 | -2.4 | -1 | -4 | -6 | -5

More entries:
SMILES | MITF TRPM1 HTS | Wnt act | Rtt109 HAT inh | Tat export inh | CDK5 inh | CAL PDZ FP-1 | cardiac RTF act | CAL PDZ FP-2 | V-ATPase pHluor | dFosB act
Cc1csc(SCC(=O)Nc2cccc(S(=O)(=O)N3CCCC3)c2)n1 | -3 | . | 2 | -6 | 2.6 | -1.1 | 1 | -7 | 0 | -5
Cc1cc(=O)[nH]c(SCC(=O)N2CCCc3ccccc32)n1 | -10 | 6 | 5 | -1 | -1.5 | -0.3 | 2 | 0 | 0 | 9
COc1ccc(C)cc1NC(=O)C1CCCN1S(=O)(=O)c1ccccc1F (stereo not given) | -2 | 62* | -2 | 3 | 1.4 | -0.6 | -7 | . | -3 | 7
S=C1NCN(C2CCCCC2)CN1Cc1ccccc1 | -1 | -2 | 8 | -4 | -0.4 | -0.4 | -6 | -3 | -1 | -1
CN1CCN(c2ncc(CN3C(=O)c4ccccc4C3=O)s2)CC1 | 10 | 1 | -6 | 10 | -2.7 | 1.1 | -1 | -3 | 2 | 4
Cc1ccc(-n2c(=O)cc(N3CCN(C(=O)c4ccco4)CC3)[nH]c2=O)cc1 | 9 | -3 | -1 | -14 | 1.4 | -0.7 | 0 | . | -2 | -6
Cc1[nH]c(=O)nc2c1CCC2 | 3 | -4 | -6 | -6 | 3.0 | -2.7 | 1 | 0 | 0 | -6
CCOC(=O)C(=CNc1cccc(N)n1)C(=O)OCC | -1 | . | -37 | 3 | 2.1 | 0.0 | -1 | . | 1 | 1
O=C(CCS(=O)(=O)Cc1ccccc1F)N1CCc2ccccc2C1 | -6 | . | 1 | -5 | -1.9 | -0.1 | 11 | -1 | -4 | -5
COc1ccc(-c2nc(CS(=O)CC(=O)N3CCN(C)CC3)c(C)o2)cc1OC (stereo not given) | 2 | -5 | -2 | -1 | 1.6 | -0.6 | -3 | 7 | -2 | -14
CSc1ccc(S(=O)(=O)N(CC(=O)NCc2ccccn2)c2ccc(C)cc2)cc1 | -7 | 0 | 4 | 2 | 0.4 | -4.9 | -3 | 1 | 2 | -11
Cc1ccccc1OCCn1c(=O)oc2ccccc21 | 14 | . | 3 | 4 | 1.2 | -1.8 | -1 | -2 | -1 | -2
CCCN(CCC)C(=O)CCS(=O)(=O)c1cccc2nsnc12 | 5 | . | 1 | 6 | 0.5 | 1.4 | 9 | 4 | -4 | 0
Cc1onc(-c2ccccc2)c1C(=O)OCc1nnc(-c2ccc([N+](=O)[O-])cc2)o1 | -17 | -2 | -2 | 1 | 0.7 | -1.0 | -2 | -19 | -2 | -6
Cc1ccsc1C(=O)OCC(=O)Nc1c(C)n(C)n(-c2ccccc2)c1=O | 1 | -3 | 2 | -9 | -1.4 | -0.5 | 3 | -3 | 0 | 8
COC(=O)c1c(-c2ccccc2)csc1NC(=O)c1ccco1 | 105* | . | . | 5 | 1.9 | -1.6 | 0 | 0 | -1 | 3
CC(C)OCCCNC(=O)c1ccc(Br)cc1 | 40 | . | 1 | -1 | 2.3 | 0.2 | -4 | -2 | -3 | -1
CC(=O)Nc1ccc(S(=O)(=O)N(C)CC(=O)N/N=C/c2cccc(O)c2)cc1 | 1 | -12 | 8 | 7 | -8.3 | . | -1 | -1 | 0 | 0
CCCNC(=O)c1onc(CSc2ccccn2)c1C(=O)NCCC | -5 | -4 | 8 | 3 | 0.5 | -0.2 | 3 | 0 | 22* | -5
COc1ccc(NC(C)=O)cc1NC(=O)c1cccc(C(F)(F)F)c1 | 10 | -1 | -1 | -13 | -1.7 | 0.0 | -4 | . | 1 | -7
CCCCN(CC)CCCNC(=O)C1CCN(c2ncnc3c2sc2cccc(F)c23)CC1 | 8 | -3 | 18 | 0 | 0.8 | -6.2 | 1 | -3 | -1 | -27
